# Screening results: PubChem, several laboratories
# Bcl-B displacement: displacers of TR3 peptide from Bcl-B, primary screen, selectivity assay for Bfl-1 inhibitor project, biochemical, fluorescence polarization; 96,000 tested, 0.11% active; displacement, % at 20 µM, or IC50 in µM where a hit was titrated; AID 748; FP displacement of FITC-TR3 peptide from Bcl-B; higher % means a stronger effect;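 active means displacement above 50% at 20 µM plus a fluorescence interference ratio under 1.5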;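 further: plate controls were wells without compound for no effect and wells lacking Bcl-B protein for full effect; a part of the inactive calls stands beside numbers as strong as those of hits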
# NFkB transloc inh: blocks IL-1B driven NFkB nuclear translocation in HUVEC cells | 94,000 tested, 0.43% active | inhibition, % at 2 µM | HUVEC IL-1B NFkB p65 nuclear translocation imaging;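 active means inhibition above about 30% together with a positive call from visual inspection of the well image, limit read from the data; inconclusive means inhibition above a set limit but visual check negative; inactive means inhibition not above a set limit, visual check negative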;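 further: nuclear over cytoplasmic p65 intensity ratio measured by imaging; 0% = IL-1B stimulated DMSO wells and 100% = unstimulated DMSO wells; values of inactives mirror those of a sister screen read the other way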
# IL1B NFkB pot: enhances IL-1B driven NFkB nuclear translocation; HUVEC IL-1B NFkB p65 nuclear translocation imaging; activation, % at 2 µM; 94,000 tested, 0.3% active;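 active means activation above 40%, about the mean plus 3 SD, also judged a hit on visual image review; inconclusive means activation above 40% but not a hit on visual review; inactive means activation not above 40% and no visual hit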;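 further: percent activation is computed from the nuclear over cytoplasmic p65 intensity ratio; values of inactives mirror those of a sister screen read the other way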
# MRP reversal: MRP-mediated drug resistance reversal; H69AR cells + 2 uM doxorubicin, CellTiter-Glo, 72 h; 85,000 tested, 0.04% active; differential viability (reversal), % at 10 µM;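 active means viability drop by adding the cancer drug above about 55%, with treated viability meeting a 40% cutoff, limit read from the data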;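 further: viability without doxorubicin minus viability with 2 µM doxorubicin for each compound; larger differential means the compound sensitizes cells more to doxorubicin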
# PLAP inhibitors HTS: inhibition of human placental alkaline phosphatase – biochemical, luminescence, HTS (AID 690); 96,000 tested, 0.08% active; purified PLAP, luminescent substrate; higher % means a stronger effect; one-dose inhibition, % at 20 µM; IC50 in µM for titrated hits; in the data active means a potency from the dose series; inactive means the rest, 99 in 100 with inhibition below about 30%; further: strong numbers were not always called active
# MRP reversal cytotoxicity: second read-out of MRP reversal, no call of its own (marks repeat the call); viability, %; H69AR cells, CellTiter-Glo, 72 h; measured here: cytotoxicity without doxorubicin
# MRP reversal with doxorubicin: also measured in MRP reversal; calls as there; viability, %; measured here: viability with 2 uM doxorubicin; stronger effect = lower value
# NFkB transloc inh cell count 2 µM: recorded beside NFkB transloc inh, whose call it bears; cell count; measured here: cells passing quality filter;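 raw number of nuclei counted in each imaged well without normalization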
# IL1B NFkB pot cell count 2 µM: further read-out of IL1B NFkB pot, marked with its call; cell count; measured here: cells passing quality filter
# * marks the source's active call; other numbers are inactive results; ? = inconclusive; · = no result given. An excerpt; count on the stated rates, not on these rows.
# The first 2 entries, to show the layout:
SMILES,Bcl-B displacement,NFkB transloc inh,NFkB transloc inh cell count 2 µM,IL1B NFkB pot,IL1B NFkB pot cell count 2 µM,MRP reversal,MRP reversal cytotoxicity,MRP reversal with doxorubicin,PLAP inhibitors HTS
C=CCn1c(-c2ccc3[nH]c(C)c(C)c3c2)n[nH]c1=S,0%,2,158,-2,158,21,96,76,-15%
COc1cccc(Nc2nc(-c3ccc4c(c3)OCCO4)cs2)c1,9%,-12,170,12,170,-20,37,58,15%

# All compounds of this part (from the top)
SMILES,Bcl-B displacement,NFkB transloc inh,NFkB transloc inh cell count 2 µM,IL1B NFkB pot,IL1B NFkB pot cell count 2 µM,MRP reversal,MRP reversal cytotoxicity,MRP reversal with doxorubicin,PLAP inhibitors HTS
C=CCn1c(-c2ccc3[nH]c(C)c(C)c3c2)n[nH]c1=S,0%,2,158,-2,158,21,96,76,-15%
COc1cccc(Nc2nc(-c3ccc4c(c3)OCCO4)cs2)c1,9%,-12,170,12,170,-20,37,58,15%
CCOc1ccccc1Oc1coc2cc(OC)ccc2c1=O,-4%,-13,141,13,141,-1,91,91,-12%
Cc1cc(=O)oc2cc(OCC3CC(c4ccc(Cl)cc4)=NO3)ccc12 (stereo not given),6%,1,161,-1,161,-20,42,62,5%
O=C(CSc1nnc(COc2cccc3cccnc23)o1)c1ccc(F)cc1,-1%,6,48,-6,48,5,62,56,-2%
C=CCNc1nc2ccccc2nc1NS(=O)(=O)c1cccs1,-6%,-3,99,3,99,12,99,87,-28%
O=C(NC(Cc1ccccc1)c1ccc2c(c1)OCCCO2)c1ccccc1 (stereo not given),3%,-7,142,7,142,·,·,·,6%
Cn1cccc1CNC(=O)Nc1ccc(Cl)c(Cl)c1,0%,-5,109,5,109,30,95,65,-2%
O=C1CCC([N+](=O)[O-])C(c2ccc(Cl)cc2Cl)N1 (stereo not given),-6%,-14,147,14,147,-10,91,101,19%
c1cc2c(cc1Cn1cnnn1)OCO2,-3%,·,·,·,·,9,100,91,-9%
CCOc1ncccc1C(=O)OCC(=O)NCCc1ccc(OC)cc1,16%,·,·,·,·,-4,95,100,18%
CC(C)NC(=O)c1cccc(C(F)(F)F)c1,3%,-9,140,9,140,·,·,·,-11%
CS(=O)(=O)N1CCC(C(=O)Nc2ccccc2)CC1,-7%,2,142,-2,142,9,105,96,22%
CCSc1nnc(Cc2cc(=O)[nH]c(=O)[nH]2)n1-c1cc(C)ccc1C,-9%,3,153,-3,153,-8,95,104,-34%
N#Cc1ccc(CSc2nnc(NC(=O)C3CCCO3)s2)cc1 (stereo not given),1%,1,199,-1,199,-8,99,106,-10%
CCOc1ccc2nc(-c3ccccc3)nc(SCC(=O)Nc3ncc(C)s3)c2c1,3%,15,120,-15,120,·,·,·,-3%
N#C/C(=C\c1cccc2ccccc12)c1nn(-c2ccccc2)c(N)c1C#N,·,-20,158,20,158,·,·,·,·
COC(=O)c1ccc(NC(=O)C(C)N2C(=O)c3ccccc3C2=O)cc1 (stereo not given),-5%,-37,127,37,127,-1,90,91,28%
CC(C)Oc1ccc2nnnn2n1,2%,0,112,0,112,-3,103,106,2%
O=C1CCCc2c1nc(-c1ccco1)n2O,-10%,0,92,0,92,2,95,94,11%
Cc1nc2cc(S(=O)(=O)N3CCC(C(=O)O)CC3)ccc2n1C1CCCC1,1%,-11,130,11,130,·,·,·,-2%
c1ccc(Oc2ncnc3oc(-c4ccccc4)cc23)cc1,-5%,4,155,-4,155,·,·,·,14%
Cc1ccc(C(=O)COC(=O)CNC(=O)C(c2ccccc2)c2ccccc2)cc1[N+](=O)[O-],-6%,5,182,-5,182,·,·,·,0%
Cc1cccn2cc(CCNC(=O)c3ccco3)nc12,-3%,1,159,-1,159,-2,91,93,-5%
CCN1CCN(CC(=O)Nc2sc3c(c2C#N)CCC(C)C3)CC1 (stereo not given),7%,0,114,0,114,-22,32,54,-54%
CCCNC(=O)Nc1ccccc1C(=O)Nc1ccc(OC)cc1,-2%,-7,119,7,119,-4,82,87,12%
COc1ccc(NC(=O)Nc2ccc(OCC(=O)N3CCOCC3)cc2)cc1OC,8%,9,183,-9,183,5,95,90,-50%
CCOC(=O)CC(=O)CSc1nc(N)c(C#N)c(-c2ccc(F)cc2)c1C#N,-11%,-3,108,3,108,6,93,87,-17%
O=C(c1ccc(CNc2c(N3CCCC3)c(=O)c2=O)cc1)N1CCc2ccccc2C1,5%,-6,84,6,84,18,100,82,-64%
CC(=O)Nc1c(C(=O)N2CCCCCC2)cnn1-c1ccccc1,-6%,7,194,-7,194,17,102,85,15%
COC(=O)[C@@H](NC(=O)NCc1cccs1)C(C)C,8%,-8,127,8,127,0,100,100,3%
O=[N+]([O-])c1cccc(-c2nc(-c3ccncc3)no2)c1,0%,-10,167,10,167,·,·,·,4%
Cc1ccc(NC(=O)Cn2nc([N+](=O)[O-])c(Br)c2C)cc1C,0%,-3,116,3,116,·,·,·,-3%
CCS(=O)(=O)CCSc1nc2c(cc1C#N)CCCC2,-6%,-4,165,4,165,-6,83,89,19%
CCOc1ccccc1NC=C1C(=O)OC2(CCCCC2)OC1=O,-10%,-4,131,5,131,17,104,86,12%
CCOC(=O)c1cccnc1SC(CC)C(=O)NCc1ccco1 (stereo not given),-24%,5,196,-5,196,11,93,82,-31%
O=C(CSC1=NCCN1)NC1CCCCCC1,-9%,-10,197,10,197,0,89,88,6%
O=C(NCC1CCCO1)c1ccc(Cl)c(F)c1F (stereo not given),-9%,-6,159,6,159,8,94,85,8%
COc1cc(/C=N/N2CCN(C3c4ccccc4-c4ccccc43)CC2)ccc1O,2%,-4,77,4,77,·,·,·,-29%
COc1ccc(C(=O)n2nc(C)cc2Nc2ccccc2)cc1,11%,1,164,-1,164,15,96,81,-16%

# 6 compounds from above, ordered by length of the SMILES, low to high.
SMILES,Bcl-B displacement,NFkB transloc inh,NFkB transloc inh cell count 2 µM,IL1B NFkB pot,IL1B NFkB pot cell count 2 µM,MRP reversal,MRP reversal cytotoxicity,MRP reversal with doxorubicin,PLAP inhibitors HTS
O=C(NCC1CCCO1)c1ccc(Cl)c(F)c1F (stereo not given),-9%,-6,159,6,159,8,94,85,8%
COC(=O)[C@@H](NC(=O)NCc1cccs1)C(C)C,8%,-8,127,8,127,0,100,100,3%
CCOC(=O)c1cccnc1SC(CC)C(=O)NCc1ccco1 (stereo not given),-24%,5,196,-5,196,11,93,82,-31%
CCOc1ccccc1NC=C1C(=O)OC2(CCCCC2)OC1=O,-10%,-4,131,5,131,17,104,86,12%
CCN1CCN(CC(=O)Nc2sc3c(c2C#N)CCC(C)C3)CC1 (stereo not given),7%,0,114,0,114,-22,32,54,-54%
Cc1ccc(NC(=O)Cn2nc([N+](=O)[O-])c(Br)c2C)cc1C,0%,-3,116,3,116,·,·,·,-3%

# Following part.
SMILES,Bcl-B displacement,NFkB transloc inh,NFkB transloc inh cell count 2 µM,IL1B NFkB pot,IL1B NFkB pot cell count 2 µM,MRP reversal,MRP reversal cytotoxicity,MRP reversal with doxorubicin,PLAP inhibitors HTS
CCCCNc1nc2c(c(=O)n(C)c(=O)n2C)n1Cc1cccc(OC)c1,·,-19,129,19,129,-7,86,93,·
COC(=O)CC1=Nc2ccccc2NC(=O)C1,0%,-18,130,18,130,3,110,106,-7%
O=c1c(Cc2ccc(F)cc2)c(O)ccn1C1CCCCC1,-6%,-17,180,17,180,·,·,·,0%
O=C(NCc1ccco1)c1cc2cc3ccc(Cl)cc3nc2o1,-3%,1,165,-1,165,2,9,7,-14%
CCN(CC)c1ccc2cc(-c3nnc(-c4ccccc4)o3)c(=O)oc2c1,·,-8,132,8,132,-21,22,42,·
O=C(Nc1ccc(-c2nc3ncccc3o2)cc1)c1ccc(Br)o1,·,4,145,-4,145,-20,51,71,·
CCn1c(O)c(C=NC2CCCC2)sc1=S,2%,3,147,-3,147,17,94,77,25%
Cc1cc(=S)cc(C)n1CCCn1ccnc1,-6%,·,·,·,·,-2,107,109,8%
COC(=O)C(/C=N/OCc1ccc([N+](=O)[O-])cc1)NC(=O)c1cccc(Cl)c1 (stereo not given),14%,-28,190,28,190,-2,96,98,-4%
COC(=O)CC(N)c1ccc(OC)c2ccccc12 (stereo not given),-18%,11,156,-11,156,3,92,89,0%
N#CC(C#N)=Cc1cn(-c2ncc(C(F)(F)F)cc2Cl)c2ccccc12,1%,-4,147,4,147,·,·,·,3%
Cc1[nH]n2c(=O)c(C#N)c(-c3ccccc3)nc2c1-c1ccccc1,6%,5,158,-5,158,-1,84,85,2%
Cc1onc(-c2ccccc2Cl)c1C(=O)Nc1nc2c(s1)CCCC2,-2%,1,161,-1,161,-20,57,77,-10%
Cc1ccc(N2CCN(CC(=O)Nc3c(C(=O)C4CC4)oc4ccccc34)CC2)cc1,6%,3,113,-3,113,·,·,·,-35%
CC(=O)c1nc(N2C(=O)CC(Cc3cccc(C)c3)C2=O)sc1C (stereo not given),0%,-15,149,15,149,·,·,·,-1%
CC1(C)OC(=O)N(c2ccccn2)C1(C)O (stereo not given),0%,9,107,-9,107,2,101,99,4%
Cc1cccc(NC(=O)c2sc(NC(=O)c3ccco3)c(C#N)c2C)c1C,-16%,3,121,-3,121,·,·,·,0%
COC(=O)c1sc2nc3c(cc2c1N)C(=O)CC(C)(C)C3,-2%,-58,183,?,·,-6,88,94,0%
CCn1c(SCc2ccccc2)nnc1-c1ccc(S(=O)(=O)N2CCCCC2)cc1,7%,-12,202,12,202,1,26,26,-45%
CN(C)/C=C(\C=N\OCc1ccc(Cl)cc1Cl)C(=O)Nc1ccc(Cl)c(Cl)c1,-4%,-5,87,5,87,·,·,·,-16%
O=C(Cn1cccc1C(=O)c1ccccc1)NCCN1CCCCCC1,6%,-2,109,2,109,-3,95,98,-17%
Cc1cc(=O)oc2c(CN(C)Cc3ccccc3)c(O)ccc12,3%,-6,147,6,147,8,97,90,0%
Cc1ccc2nc(N/N=C\c3ccc([N+](=O)[O-])o3)nc(-c3ccccc3)c2c1,-79%,0,162,0,162,-10,13,22,26%
O=C(NCCO)/C(=C/c1ccc(Br)cc1)NC(=O)c1cccs1,2%,1,118,-1,118,·,·,·,-8%

# Single records (already shown). Order of values: Bcl-B displacement, NFkB transloc inh, NFkB transloc inh cell count 2 µM, IL1B NFkB pot, IL1B NFkB pot cell count 2 µM, MRP reversal, MRP reversal cytotoxicity, MRP reversal with doxorubicin, PLAP inhibitors HTS
# `O=C(NCCO)/C(=C/c1ccc(Br)cc1)NC(=O)c1cccs1` is listed with 2%, 1, 118, -1, 118, ·, ·, ·, -8%
# `Cc1ccc2nc(N/N=C\c3ccc([N+](=O)[O-])o3)nc(-c3ccccc3)c2c1` is listed with -79%, 0, 162, 0, 162, -10, 13, 22, 26%
# `Cc1cc(=O)oc2c(CN(C)Cc3ccccc3)c(O)ccc12` is listed with 3%, -6, 147, 6, 147, 8, 97, 90, 0%
